Source: PubChem BioAssay (several laboratories)
LMPTP inh: LMPTP (human) inhibition | recombinant LMPTP-A, OMFP fluorogenic substrate, fluorescence intensity | inhibition, % at 20 µM | 360,000 compounds, 0.22% hits | AID 651560;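 active = compounds that cut the enzyme signal by at least half of the control window in the single-dose screen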;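 also: plate controls were DMSO wells with enzyme plus substrate for no effect and substrate without enzyme for full effect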
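Material: LMPTP-A; amount: 0.625 nM enzyme; doses: single 20 µM dose; times: reaction 50 min, room temperature, dark; technique: fluorescence intensity of OMFP turnover product; benchmarks: no-enzyme and uninhibited controls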
STEP inh: STEP (human) phosphatase inhibition; P54829; recombinant STEP, OMFP fluorogenic substrate, fluorescence; inhibition, % at 20 µM; 360,000 compounds, 0.25% hits;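 active = inhibition at 20 µM, scaled per plate between control wells, above about 37%, limit read from the data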;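 also: 0% = DMSO with enzyme and substrate and 100% = substrate only without enzyme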
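Material: STEP (striatal-enriched tyrosine phosphatase) enzyme, cell-free | Medium: 50 mM Bis-Tris pH 6.0 with 2.5 mM DTT and 0.005% Tween 20 | Read-out: Percent inhibition scaled to no-enzyme and uninhibited-enzyme controls, plate-pattern corrected | Signal: Fluorescence read at 480 nm ex / 540 nm em | Times: 20 min reaction, room temperature, in the dark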
SUMO1 PPI mod: modulators of human SUMO1-mediated protein-protein interactions; P63165; SUMO1 binding to a labelled peptide, TR-FRET, 1 h; inhibition, % at 20 µM; 360,000 compounds, 0.33% hits; AID 602429; in the data active = inhibition above about 37%
Target sequence (P63165 whole entry, looked up): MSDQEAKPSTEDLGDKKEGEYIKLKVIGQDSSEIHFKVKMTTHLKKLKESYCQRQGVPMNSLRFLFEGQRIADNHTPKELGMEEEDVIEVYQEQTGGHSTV
NadD inh: NadD (S. aureus) enzyme inhibition | inhibition, % at 20 µM | purified NadD enzyme, colorimetric absorbance read-out | 360,000 compounds, 0.78% hits; in the data active = inhibition above about 26%; also: some compounds past the cut are filed as inactive
CSN inh: CSN deneddylation inhibition. Q92905. AID 651999. inhibition, % at 12.5 µM. Purified CSN, SCF-Nedd8-OG deneddylation, fluorescence polarization. 360,000 compounds, 0.38% hits;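 active = pattern-corrected inhibition above about 35%, with an unprinted fluorescence ratio check between 0.5 and 1.5, limit read from the data, passing the limit was not always enough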;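 also: 0% = enzyme with substrate and 100% = substrate without enzyme; some results filed as inactive read as strong as hits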
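Schedule: reaction 90 min, room temperature / Assay system: HEK293T-derived human Csn5 enzyme / Input: Csn5 at 0.24 nM final / Measure: inhibition of Csn5 cleavage, % / Control set: substrate-only high control, full reaction low control / Technique: fluorescence polarization of the substrate / Buffer or medium: Tris/NaCl/DTT buffer, pH 7.5 / Reagent: SCFSkp2-Nedd8OG substrate at 10 nM final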
Scp-1 inhibitor: Scp-1 (human) phosphatase inhibition; Q9GZU7; Recombinant Scp1, phosphopeptide, malachite green phosphate absorbance; inhibition, % at 20 µM; 340,000 compounds, 0.88% hits;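 active = inhibition above about 50% at 20 µM, limit read from the data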;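 also: plate controls were DMSO wells with enzyme for no effect and wells lacking enzyme for full effect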
Target sequence (Q9GZU7 76-261 limits assumed): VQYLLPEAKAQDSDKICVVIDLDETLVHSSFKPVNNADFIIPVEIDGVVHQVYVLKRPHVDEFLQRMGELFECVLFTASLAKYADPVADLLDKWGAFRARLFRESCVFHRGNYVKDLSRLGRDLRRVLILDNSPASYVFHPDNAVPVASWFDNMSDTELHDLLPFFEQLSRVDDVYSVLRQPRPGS
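Test system: SCP-1 catalytic domain; Buffer or medium: Acidic Tris acetate buffer with magnesium and detergent; Also added: Phosphorylated 17-residue peptide substrate; Compound: single 20 µM dose, 1% DMSO; Schedule: enzyme reaction 45 min at room temperature, colour 5 min, stabilisation 30 min; Signal: Phosphate-binding colour reagent, absorbance read at 630 nm.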
Rpn11 block: inhibitors of human proteasome Rpn11 | O00487 | calls only at 20 µM | human 26S proteasome, Ub4-pepOG fluorescence polarization; 20S core pre-blocked with epoxomicin | 360,000 compounds, 0.59% hits | AID 588493;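 active = inhibition at 20 µM, scaled to each plate's controls, above about 33%, limit read from the data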
Neddylation inh: cullin neddylation inhibition | calls only at 25 µM | TR-FRET cullin neddylation, biochemical | P61081+Q13564 | 360,000 compounds, 0.58% hits | AID 651699; in the data active = inhibition above about 36%
Target sequence (P61081 whole entry, looked up): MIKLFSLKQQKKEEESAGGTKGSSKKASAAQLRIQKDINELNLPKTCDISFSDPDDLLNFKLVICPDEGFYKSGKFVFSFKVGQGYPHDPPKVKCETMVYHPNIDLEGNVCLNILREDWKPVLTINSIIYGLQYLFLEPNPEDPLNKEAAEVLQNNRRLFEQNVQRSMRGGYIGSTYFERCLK
Target sequence (Q13564 whole entry, looked up): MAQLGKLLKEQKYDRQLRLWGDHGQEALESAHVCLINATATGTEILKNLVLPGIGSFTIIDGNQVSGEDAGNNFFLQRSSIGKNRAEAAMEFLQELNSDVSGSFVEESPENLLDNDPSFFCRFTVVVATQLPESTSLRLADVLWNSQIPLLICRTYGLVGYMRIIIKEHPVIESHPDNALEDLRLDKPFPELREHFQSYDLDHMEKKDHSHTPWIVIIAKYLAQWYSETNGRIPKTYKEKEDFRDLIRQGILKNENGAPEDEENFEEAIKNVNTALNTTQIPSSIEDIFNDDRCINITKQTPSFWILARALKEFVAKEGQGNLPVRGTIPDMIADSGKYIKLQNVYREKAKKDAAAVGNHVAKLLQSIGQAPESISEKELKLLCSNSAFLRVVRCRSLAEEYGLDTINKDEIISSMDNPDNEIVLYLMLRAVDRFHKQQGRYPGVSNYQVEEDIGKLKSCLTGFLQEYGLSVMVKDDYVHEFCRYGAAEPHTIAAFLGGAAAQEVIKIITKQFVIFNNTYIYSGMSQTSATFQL
Rin1-Abl PPI inh: blocks binding of human Rin1 to Abl | P00519+Q13671 | TR-FRET Rin1/Abl binding, biochemical | inhibition, % at 7.35 µM | 360,000 compounds, 0.4% hits | AID 588664; in the data active = inhibition above about 5%, passing the limit was not always enough
DNMT1 inh: inhibitors of human DNMT1. P26358. DNMT1 molecular beacon, Hinp1I cleavage, fluorescence. inhibition (reported as % activation of signal), % at 10 µM. 360,000 compounds, 0.83% hits. AID 588458; in the data active = inhibition above about 50%
Starred values were filed as active, the others as inactive; i = inactive; · = no result given. Rows were taken by chance, and some 3.8% of all compounds hit somewhere here.

molecule,LMPTP inh,STEP inh,SUMO1 PPI mod,NadD inh,CSN inh,Scp-1 inhibitor,Rpn11 block,Neddylation inh,Rin1-Abl PPI inh,DNMT1 inh
O=C(NCCc1c[nH]c2ccccc12)c1cnccn1,0.1,-3,3,-2,5,-12,i,i,2,-4
Cc1nc(CCNC(=O)c2ccccc2)cs1,-2.6,-4,0,-6,6,-15,i,i,4,2
Cc1c(Cl)c([N+](=O)[O-])nn1CC(=O)NCc1ccco1,0.9,-3,-8,3,1,1,i,i,-1,0
Cn1c(-c2sc3ccccc3c2Cl)n[nH]c1=S,-2.3,-6,-2,7,5,-8,i,i,1,3
COc1cccc(OC)c1C(=O)Nc1ccc2c(c1)OCCO2,-2.2,2,1,-2,0,-11,i,i,1,2
CC1(c2ccccc2)NC(=O)N(N)C1=O (configuration not stated),-0.6,-1,3,-16,1,5,i,i,-1,5
O=C(CSc1nnc(-c2cccs2)o1)Nc1cccc(S(=O)(=O)N2CCCCC2)c1,0.5,0,6,0,1,-14,i,i,-3,-2
c1ccc(C(c2ccccn2)c2ccccn2)cc1,-0.5,-3,4,-2,-2,-11,i,i,6.5*,5
COc1ccccc1OCC(=O)Nc1ccc2c(c1)C(=O)N(CC1CCCO1)C2=O (configuration not stated),-0.2,0,-17,-13,-2,-4,i,i,-1,-4
COc1cccc(CNC(=O)C(CC(C)C)NC(=O)c2ccccc2C)c1 (configuration not stated),-1.3,-3,23,-4,-7,-12,i,i,1,-3
O=C(CC1C[C@H](C(=O)N2CCOCC2)[C@@]2(CCC3CCCC3)c3[nH]c4ccccc4c3CCN2C1=O)NCCC1=CCCCC1 (some centres not stated),0.7,2,1,5,0,12,i,i,-2,8
CCC1(C)SC(N)=NN1C(C)=O (configuration not stated),0.1,-3,-3,3,-1,-2,i,i,-1,2
COc1ccc(NC(=O)c2ccc(-c3nn(C)c(=O)c4ccccc34)cc2)cc1C(N)=O,1.3,4,19,-2,-3,-4,i,i,3,-3
Cn1nnc2cc(C(=O)N3CCC(c4ccccc4)C3)ccc21 (configuration not stated),-1.8,-3,-5,0,-5,9,i,i,-1,6
Cc1ccc(S(=O)(=O)N2CCCC2)cc1C(=O)O,0.4,2,4,7,2,12,i,i,-3,6
CC(=O)CC1c2cc(F)ccc2C=C(c2ccsc2)N1c1ccc(-c2ccc(C(N)=O)cc2)cc1 (configuration not stated),3.0,·,1,19,3,·,·,·,·,·
Nc1nnnn1/N=C/c1ccccn1,-2.4,-2,-9,-2,-1,-6,i,i,-1,3
COc1ccc(OCC(=O)NC(=S)Nc2ccccc2F)cc1,0.3,0,0,-1,-1,-4,i,i,·,-5
CCN1CCN(C(=S)Nc2ccc([N+](=O)[O-])cc2)CC1,-1.6,-1,-20,-6,0,-5,i,i,-1,0
COC(=O)c1sccc1NC(=O)c1ccc(Br)o1,1.2,1,9,-5,4,-8,i,i,0,0
COc1ccc(-c2noc(Cc3cccs3)n2)cc1,-1.4,0,-2,-6,-1,-6,i,i,1,-2
COc1ccc(Nc2nc(NCc3ccco3)nc(N/N=C/c3ccccc3)n2)cc1,2.4,0,-1,8,2,9,i,i,4,-2
COc1cc(CNCCNC(=O)c2nonc2N)ccc1OCc1ccc(Cl)nc1,-4.5,-5,-1,-5,4,-7,i,i,3,1
O=C(COc1ccc(F)cc1F)N1CCCCCCC1,-0.6,-4,6,-4,5,-10,i,i,1,-2
O=C(NCCc1c[nH]c2ccc(Cl)cc12)c1ccc([N+](=O)[O-])cc1,2.4,0,-1,-5,-5,-12,i,i,2,-2
O=c1[nH]c(Cc2ccccc2Cl)nc2ccccc12,0.0,0,0,-2,3,40,i,i,2,-3
CN(Cc1ccccc1)C(=O)c1ccc(NC(=O)Cc2ccc([N+](=O)[O-])cc2)cc1,0.4,2,-22,-4,-1,-8,i,i,1,2
COC(=O)c1cccc(N(C(=O)c2ccco2)C(C(=O)NC2CCCC2)c2ccc(N3CCOCC3)cc2)c1 (configuration not stated),-1.3,-3,2,-4,0,-3,i,i,3,0
O=C(CNC(=O)c1ccc(Br)o1)NC12CC3CC(CC(C3)C1)C2,-1.1,-1,4,-7,-3,1,i,i,1,3
CC(C)CC(=O)NC(c1ccccc1Cl)c1c(O)ccc2ccccc12 (configuration not stated),-0.1,-4,0,-2,-4,-1,i,i,0,-4
COC(=O)C1=C(N)Oc2cc(C)n(CCCn3ccnc3)c(=O)c2C1c1ccc(Cl)cc1 (configuration not stated),4.6,-2,-14,12,-2,-3,i,i,-2,-3
Cc1ccc(-n2nc3c(=O)n(CCCC(=O)NCC(C)c4ccccc4)nc(C)c3c2C)cc1 (configuration not stated),-0.6,-1,5,6,-2,-2,i,i,-1,0
O=C(NN=Cc1cccc(O)c1O)c1ccccc1,14,0,-9,5,-2,·,i,i,4,0
CCOc1ccc(NC(=S)NCCCc2ccccc2)cc1,0.2,1,-2,0,3,0,i,i,6,-1
COc1ccc(S(=O)(=O)N2CCCC2)c(C)c1C,-1.1,-2,-1,-6,1,0,i,i,-2,8
O=CNC1c2ccccc2CCc2ccccc21,-0.8,0,4,0,3,-5,i,i,4,5
Cc1cc(C)n(-c2ccc(C(=O)C(C#N)c3nc4ccccc4n3C)cc2)n1 (configuration not stated),5.5,1,1,2,5,-3,i,i,-5,1
Cc1ccc(N2C(=O)N(CC(=O)Nc3cccc(Cl)c3)C(=O)C2C)cc1 (configuration not stated),1.1,-2,1,-5,2,-10,i,i,-2,-4
CC1=CC(c2ccc(Cl)cc2)n2nc(N3C(=O)CCC3=O)nc2N1 (configuration not stated),-1.9,-2,1,-1,1,3,i,·,-1,1
COc1nc(NCC(C)C)nc(Oc2ccc(OCc3ccccc3)nn2)n1,-0.3,0,-3,0,1,-2,i,i,0,0
COc1ccc(/C=C/C(=O)N2CCCc3ccccc32)c(OC)c1,1.4,2,-11,-11,0,-5,i,i,0,-1
Cc1cc(C)cc(Cn2c3ccc(NC(=O)NCc4ccc(F)cc4)cc3c(=O)n2C)c1,-0.1,1,0,0,0,·,i,·,4,-11
CCN(c1cccc(C)c1)S(=O)(=O)c1ccc(-n2cccn2)cc1,0.4,-2,1,-9,0,-5,i,i,1,1
COc1ccc(/C(O)=C/c2nc3ccccc3n(-c3ccccc3)c2=O)cc1,1.6,0,-9,-2,1,-6,i,i,0,0
CCn1c(SCC(=O)N2CCCC2=O)nc2ccccc21,-0.7,-2,12,-3,2,·,i,i,2,6
COc1cc(C(=O)Nc2ccc3c(c2)OCCO3)ccc1OC(F)F,-0.9,0,7,-1,3,-4,i,i,0,8
CSc1nc2ccsc2c(=O)n1-c1ccccn1,0.4,0,12,0,4,-6,i,i,2,0
COc1ccc(C)cc1NC(=O)n1ncc2cc(Cl)ccc21,-0.4,1,2,2,5,-7,i,i,4,1
O=C(O)CCc1ccc(-c2ccc(Cl)cc2)n1CC(=O)O,-0.4,3,10,0,4,2,i,i,4,10
Cc1ccnn1-c1ccc(C(=O)NCC(c2ccco2)N2CCCC2)cc1 (configuration not stated),0.3,2,-1,-6,-1,-6,i,i,-1,-7

Additional results follow.
molecule,LMPTP inh,STEP inh,SUMO1 PPI mod,NadD inh,CSN inh,Scp-1 inhibitor,Rpn11 block,Neddylation inh,Rin1-Abl PPI inh,DNMT1 inh
Cc1ccc(C)c(NC(=O)c2ccc(OCc3c(C)noc3C)cc2)c1,-0.1,-2,0,4,-3,-3,i,i,0,-2
CCCCN(C)CCNS(=O)(=O)c1ccc2c(c1)n(C)c(=O)c(=O)n2C,-0.3,-1,2,2,-1,3,i,i,1,0
CC1CSc2nc3sc4c(c3c(=O)n21)CCCC4 (configuration not stated),-0.6,4,1,-8,2,-15,i,i,-1,1
Cc1ccc(Oc2ccccc2NC(=O)CN2C(=O)NC3(CCCC3)C2=O)cc1,0.4,0,2,-4,5,4,i,i,6,4
CC(C)c1ccc(NC(=O)CCc2ccccc2)cc1,1.2,1,-1,-6,4,-2,i,i,2,4
O=C(COC(=O)c1ccc(NS(=O)(=O)c2ccc3c(c2)OCCO3)cc1)NC1CCS(=O)(=O)C1 (configuration not stated),0.0,-2,9,0,-6,4,i,i,2,0
CC(C)C(=O)c1cc2c(cc1NC(=O)c1cccs1)OCCO2,4.5,-2,-1,-7,-3,0,i,i,-1,-4
Cc1ccc(-c2cc3nc(NCCOc4ccccc4Cl)n(C)c(=O)c3s2)cc1,0.2,-2,0,4,1,·,i,i,-1,3
O=C(NCC1CCCO1)c1ccc2c(c1)N(Cc1ccccc1)C(=O)CS2=O (configuration not stated),0.6,2,0,-1,0,-2,i,i,2,0
CCc1ccc(NC(=S)NC2CCN(Cc3ccccc3)CC2)cc1,-2.0,4,3,-5,-3,-1,i,i,1,-4

Ordered by length of the SMILES (lowest first): part of the list above.
molecule,LMPTP inh,STEP inh,SUMO1 PPI mod,NadD inh,CSN inh,Scp-1 inhibitor,Rpn11 block,Neddylation inh,Rin1-Abl PPI inh,DNMT1 inh
CC(C)c1ccc(NC(=O)CCc2ccccc2)cc1,1.2,1,-1,-6,4,-2,i,i,2,4
CCc1ccc(NC(=S)NC2CCN(Cc3ccccc3)CC2)cc1,-2.0,4,3,-5,-3,-1,i,i,1,-4
CC(C)C(=O)c1cc2c(cc1NC(=O)c1cccs1)OCCO2,4.5,-2,-1,-7,-3,0,i,i,-1,-4
O=C(NCC1CCCO1)c1ccc2c(c1)N(Cc1ccccc1)C(=O)CS2=O (configuration not stated),0.6,2,0,-1,0,-2,i,i,2,0
Cc1ccc(-c2cc3nc(NCCOc4ccccc4Cl)n(C)c(=O)c3s2)cc1,0.2,-2,0,4,1,·,i,i,-1,3

Following part.
molecule,LMPTP inh,STEP inh,SUMO1 PPI mod,NadD inh,CSN inh,Scp-1 inhibitor,Rpn11 block,Neddylation inh,Rin1-Abl PPI inh,DNMT1 inh
Cc1cc(C(F)(F)F)nn1CC(=O)NCc1cccs1,-1.6,1,-4,0,-6,0,i,i,-1,0
N#CCCN(NC(=O)OCc1ccccc1)C(=O)OCc1ccccc1,0.1,-1,4,7,-6,41,i,i,-4,-1
CC(=O)Nc1ccc(S(=O)(=O)NC2(C(F)(F)F)NC(=O)N(c3ccc(C)cc3)C2=O)cc1 (configuration not stated),0.2,-1,-1,-7,4,2,i,i,1,2
CCCCCCCC1c2c(c(C)c(C)oc2=O)Oc2c(C)c(C)oc(=O)c21,0.0,6,6,8,-9,-8,i,i,2,2
